Screens from PubChem BioAssay.
OPRM1-OPRD1 ag: OPRM1-OPRD1 heterodimerization agonism. cells, luminescence. activation, % at 9.3 µM. 0.3% of 340,000 active; in the data active = activation above about 18%;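 note: 0% = vehicle-treated cells and 100% = reference agonist; values of inactives mirror those of a sister screen read the other way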
phage Ecoli inh: E. coli growth loss with phage present; growth absorbance; inhibition, % at 11.9 µM; 0.26% of 360,000 active; AID 651602; in the data active = inhibition above about 11%
Tat transport: blocks Tat-dependent protein export in E. coli; E. coli MC4100 TorA-mCherry Tat export, fluorescence; inhibition, % at 10 µM; 0.036% of 340,000 active; AID 488895;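 active = mean replicate inhibition at least 50% and at least half of replicates individually reaching 50%; inconclusive = only one of the two criteria met; inactive = neither criterion met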;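 note: exported cargo escapes ClpAP degradation while cytoplasmic cargo is degraded and loses fluorescence; 0% = median of neutral control wells and 100% = median of NaSCN control wells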
PKA-R2B activ: activators of human PKA-R2B complex. P22694+P31323. activation, % at 11.4 µM. 0.079% of 340,000 active. PKA-R2B holoenzyme dissociation, Cy5-IP20 fluorescence polarization; R2B truncated from residue 108, S112A mutant; 0% DMSO only, 100% 113 µM cGMP. AID 504700;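 active = activation above a cutoff set at the mean over all compounds plus 3 SD, cut at about 18% in these data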;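 note: higher means more holoenzyme dissociation and a rise in polarization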
Target sequence (P31323 whole entry, looked up, other chains not shown, the tested form may be a part): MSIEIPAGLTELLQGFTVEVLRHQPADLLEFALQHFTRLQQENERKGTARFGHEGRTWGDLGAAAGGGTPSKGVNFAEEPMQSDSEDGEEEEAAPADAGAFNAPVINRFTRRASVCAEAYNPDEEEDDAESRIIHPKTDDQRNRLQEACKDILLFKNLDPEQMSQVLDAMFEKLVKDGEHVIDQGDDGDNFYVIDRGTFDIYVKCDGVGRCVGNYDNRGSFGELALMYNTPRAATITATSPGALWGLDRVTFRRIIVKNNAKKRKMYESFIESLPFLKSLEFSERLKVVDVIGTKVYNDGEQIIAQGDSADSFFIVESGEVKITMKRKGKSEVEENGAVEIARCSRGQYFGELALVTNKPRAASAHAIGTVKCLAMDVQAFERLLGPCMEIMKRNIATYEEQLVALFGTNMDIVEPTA
Ecoli viability: counter-screen for AddAB inhibitors: E. coli growth inhibition | E. coli V3065 growth, OD600 absorbance, 18 h | inhibition, % at 11.9 µM | 0.27% of 330,000 active;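 active = inhibition above the campaign's mean inhibition across all tested compounds plus 3 SD, cut at about 9.9% in these data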;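 note: uninfected addAB+ strain grown without phage in ampicillin broth; 0% = DMSO wells and 100% = ciprofloxacin 0.95 µg/ml wells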
PfHsp90 set2: inhibits growth of yeast expressing Plasmodium falciparum Hsp90; S. cerevisiae expressing PfHsp90, BacTiter-Glo ATP, 48 h; yeast lacking PDR1 and PDR3 efflux regulators; inhibition, % at 9.4 µM; 0.32% of 310,000 active;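 active = every replicate shows inhibition above about 80%, whatever the replicate mean, limit read from the data; inconclusive = mean inhibition reaches the set limit but some replicate falls short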;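 note: 0% = DMSO neutral controls and 100% = 20 µM radicicol positive controls; yeast relying on Plasmodium falciparum Hsp90 in place of its own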
PKA-R1A act: PKA-R1A complex activation; PKA-R1A dissociation, Cy5-IP20 fluorescence polarization; scaled: DMSO 0%, 113 µM cGMP 100%; activation, % at 11.4 µM; 0.083% of 340,000 active; AID 504707;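 active = percent activation above the mean of all tested compounds plus 3 SD, cut at about 19% in these data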;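 note: higher means more PKAc released from R1A so a rise in polarization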
AddAB inh: less growth of phage-infected E. coli with AddAB; 0.29% of 330,000 active; E. coli expressing H. pylori AddAB, absorbance growth; inhibition, % at 11.9 µM; in the data active = inhibition above about 12%;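 note: 0% = vehicle wells of infected cells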
SUMO Mot1 rescue: SUMOylation pathway inhibition by Mot1-301 growth rescue. S. cerevisiae Mot1-301 growth rescue, ATP luminescence, 38.5C; percent above DMSO median, 100 means doubled. growth rescue, % at 18.8 µM. 1% of 320,000 active;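 active = every valid replicate shows activation above 250% relative to neutral control wells; inactive = the rest, any valid replicate at or below 250%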;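 note: OY570 slx delta 5 strain wells were the positive control but not used for scaling; some compounds called inactive have numbers as strong as hits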
OPRM1-OPRD1 inv: mu-delta opioid heterodimer inverse agonism; P35372+P41143; cell-based MOR-DOR heterodimer luminescence; inhibition, % at 9.3 µM; 0.21% of 340,000 active; AID 504357; in the data active = inhibition above about 22%, passing the limit was not always enough;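 note: 0% = cells with DMSO and 100% = wells without cells with DMSO; values of inactives mirror those of a sister screen read the other way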
HTR5A inv ag: HTR5A inverse agonism, opioid heterodimer counter-screen. P47898. HTR5A cell line, luminescence. inhibition, % at 9.3 µM. 0.083% of 340,000 active; in the data active = inhibition mostly above about 23%, no sharp cut-off; inactive = mostly below about 18%;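 note: 0% = cells with DMSO and 100% = no-cell wells with DMSO; some compounds called inactive have numbers as strong as hits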
Target sequence (P47898 whole entry, looked up): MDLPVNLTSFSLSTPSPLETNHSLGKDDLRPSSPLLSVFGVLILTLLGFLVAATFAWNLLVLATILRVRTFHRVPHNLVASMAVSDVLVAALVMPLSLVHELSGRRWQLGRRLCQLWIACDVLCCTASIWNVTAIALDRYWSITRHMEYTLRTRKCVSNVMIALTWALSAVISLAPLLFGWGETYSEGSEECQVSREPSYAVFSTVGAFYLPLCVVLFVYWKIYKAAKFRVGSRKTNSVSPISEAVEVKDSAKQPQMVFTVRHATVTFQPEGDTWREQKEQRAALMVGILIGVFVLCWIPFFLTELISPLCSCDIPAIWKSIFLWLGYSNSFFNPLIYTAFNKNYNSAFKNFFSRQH
* hit, by the source's call; ? = inconclusive; nt = not tested or not shown.

SMILES	OPRM1-OPRD1 ag	phage Ecoli inh	Tat transport	PKA-R2B activ	Ecoli viability	PfHsp90 set2	PKA-R1A act	AddAB inh	SUMO Mot1 rescue	OPRM1-OPRD1 inv	HTR5A inv ag
CC(=O)NS(=O)(=O)c1ccc(NC(=O)COc2cccc3c2OC(C)(C)C3)cc1	-2.7	6.3	2	3	0.5	21	-6	1.6	nt	17	-23
COc1cccc(CN2CCN(C(=O)C3CCC(=O)N(C4CCCC4)C3)CC2)c1 (stereo not given)	-2.9	0.5	4	3	0.7	12	-5	4.7	13	15	-15
CCc1ccccc1NC(=O)CCS(=O)(=O)c1ccc(Br)cc1	-3.5	-0.1	-2	-3	0.5	4	8	-0.8	131	16	1
O=C(CN(Cc1ccco1)C(=O)Cn1nnc(-c2ccc(F)cc2)n1)NC1CCCC1	-0.4	-1.0	-11	-4	1.1	-15	1	1.5	64	2	13
Cc1cc(C)c2c(N)c(C(=O)N3CCc4ccccc4C3)sc2n1	-1.6	5.4	9	3	-0.3	-6	1	4.2	-3	9	1
Nc1nc(NCC2CCCO2)nc(Nc2ccccc2F)c1[N+](=O)[O-] (stereo not given)	3.7	2.2	-2	0	-0.4	-24	-3	2.1	8	-19	-21
CC1CCc2nc(NC(=O)CN3CCN(c4ccccc4)CC3)sc2C1 (stereo not given)	1.8	-0.9	4	-2	-0.1	-16	-14	-0.7	18	-9	19
COc1ccc(CN2C(=O)c3cccnc3C2=O)cc1S(=O)(=O)N(C)c1ccc(C)cc1	-0.4	0.2	-12	-1	-0.4	17	0	3.9	16	2	-1
O=C(COC(=O)C1COc2ccccc2O1)NC1CCCCC1 (stereo not given)	-2.3	2.9	-10	5	-1.8	nt	11	-3.2	-9	12	-15
CCOc1ccc2nc(N(CCN(C)C)C(=O)c3ccc4ccccc4c3)sc2c1	0.5	3.0	-5	-10	-1.1	-1	-14	2.1	75	-2	4
Cc1ccc2[nH]c(=O)c(CN(Cc3ccco3)C(=O)N3CCOCC3)cc2c1	1.5	0.7	15	-5	-0.8	nt	-12	3.3	-8	-8	22
CN1CCN(S(=O)(=O)c2ccc(SCCOc3ccc(Cl)cc3)nc2)CC1	2.5	7.8	-4	10	-2.1	3	-4	-1.1	251	-10	-12
CC(C)c1ccc(/C=C(/C#N)c2nnc(NC(=O)c3ccccc3)s2)cc1	-0.5	3.5	0	6	4.1	1	-6	2.7	506	3	-2
O=C(OCC(=O)N1CCCc2ccccc21)c1ccccc1OC(F)F	-2.2	1.8	-5	7	-0.5	nt	-7	-1.6	14	11	5
O=C(Nc1ccc(F)c([N+](=O)[O-])c1)C(=O)c1c(O)[nH]c2ccccc12	-4.8	0.5	5	-3	0.5	-23	-19	-0.7	-1	26	-22
S=C(Nc1ccc(Br)cc1)N1CCn2cccc2C1c1cccnc1 (stereo not given)	-1.1	0.5	-1	-5	nt	5	2	nt	nt	5	-1
FC(F)(F)c1ccccc1-n1c(-c2cnccn2)n[nH]c1=S	-2.5	0.6	2	-3	-1.0	11	-14	1.0	-26	12	22
N/C(=N\OC(=O)CCC1CCCCC1)c1ccccn1	-1.5	3.2	12	10	2.7	nt	2	0.7	-23	7	2
CCOC(=O)c1cnc2c(-c3ccc(F)cc3)cnn2c1C(F)(F)F	-2.2	nt	-2	-12	nt	nt	-21	nt	nt	10	5
COc1ccc(CCNC(=O)C2CCN(Cc3nc(-c4ccccc4C)oc3C)CC2)cc1OC	0.2	-0.8	0	-8	-0.5	-30	6	-0.8	-4	-1	-13
CCC(c1nnc(SCc2nc3ccccc3s2)n1Cc1ccccc1)N(C)C (stereo not given)	-1.7	2.4	16	-8	-1.7	10	0	-0.5	nt	10	-22
C=CCNC(=O)CSc1nc2ccccc2c(=O)n1CCc1ccc(OC)c(OC)c1	-2.1	1.8	-3	13	nt	9	3	nt	4	10	-12
C=CCC[C@@H](Cc1ccc(F)cc1)C(=O)OC[C@@H](C)NC(=O)[C@H](CC=C)CC(=O)N(CCO)Cc1ccccc1	0.7	0.6	22	-12	-3.1	17	-2	-1.6	1	-3	-25
CN(C)S(=O)(=O)c1cccc(NC(=O)c2ccc(OC(F)(F)F)cc2)c1	1.4	1.4	-6	-18	2.0	14	-12	2.6	-12	-7	-13
CCNC(=O)c1cc(Cl)ccc1OC	1.0	0.9	-3	-4	1.8	-5	-8	1.9	-6	-6	-60
Further results follow.
SMILES	OPRM1-OPRD1 ag	phage Ecoli inh	Tat transport	PKA-R2B activ	Ecoli viability	PfHsp90 set2	PKA-R1A act	AddAB inh	SUMO Mot1 rescue	OPRM1-OPRD1 inv	HTR5A inv ag
CCC(CC)C(=O)Nc1cccc(C(=O)NC(C)(C)C)c1	-0.5	2.9	3	2	2.5	-42	2	0.1	106	3	5
CC(=O)c1ccc(N2CCCCC2)c(F)c1	-0.3	-1.1	-6	-1	-0.9	5	6	1.2	9	1	-5
O=C(Nc1ccc(S(=O)(=O)N2CCOCC2)cc1)c1ccc(Cl)cc1Cl	0.7	0.9	-8	1	0.1	-3	5	2.8	20	-3	15
CCOc1ccc(NC(=O)CNC(=O)Cc2ccccc2)cc1	-1.5	0.3	?	-6	nt	21	-3	nt	nt	8	10
Cc1[nH]c2ccccc2c1C(=O)COC(=O)c1cccc(S(=O)(=O)N2CCCCC2)c1	1.4	3.7	-8	-2	1.6	nt	-3	4.0	123	-7	-16
CCN(CC)S(=O)(=O)c1ccc(Cl)c(NC(=O)c2cc(Cl)ccc2Cl)c1	-1.2	2.2	-4	-12	0.0	-18	6	-1.7	-13	7	31
CCn1c(-c2ccccc2)csc1=Nc1ccc(S(=O)(=O)O)cc1	-3.6	0.3	-5	14	-0.3	-4	0	1.0	131	17	12
COc1ccc(S(=O)(=O)CCC(=O)Nc2c(C)n(C)n(-c3ccccc3)c2=O)cc1	-0.4	-0.6	-4	9	-0.6	3	5	2.7	17	2	8
O=c1c2ccccc2nnn1Cc1ccccc1Cl	1.1	0.5	-3	-3	1.9	2	-7	2.7	46	-5	0
O/N=C/c1ccc2ccccc2c1	1.3	5.7	17	-4	-1.0	5	-5	3.6	6	-6	1
CCCn1ncc(C(=O)NC2CCCN(Cc3ccc(Cl)cc3)C2)c1C (stereo not given)	-2.2	1.4	5	4	0.6	2	-11	0.8	12	12	-4
CN1CCC(C2(O)c3ccccc3CSc3sccc32)CC1 (stereo not given)	-2.2	3.0	-4	2	3.1	-34	7	-0.4	-6	13	8
O=C(Cn1c(CN2CCCCC2)nc2ccccc2c1=O)NCc1ccco1	-3.3	-3.5	-1	-7	-0.2	10	6	0.4	10	19	-1
COc1cccc(-c2nn(-c3ccccc3)cc2/C=C(/NC(=O)c2ccccc2)C(=O)O)c1	-0.7	2.0	0	3	-0.7	-9	-2	1.8	915*	4	9
Nc1c(C(=O)c2ccc(Br)cc2)oc2ccccc12	0.7	3.5	-5	3	0.6	9	-5	-0.7	3	-3	7
COc1ccc(S(=O)(=O)NCC(=O)N(Cc2ccco2)C(C(=O)NC(C)(C)C)C(C)C)cc1 (stereo not given)	-0.5	0.2	-1	-4	-0.8	18	0	3.0	7	4	-20
CC(C)(CNC(=O)c1sc2cc(F)ccc2c1Cl)N1CCOCC1	0.3	4.1	-3	1	-0.4	-2	2	1.1	-17	-2	6
CC(C)CN(C(=O)CSc1nncs1)c1c(N)n(CC(C)C)c(=O)[nH]c1=O	-1.1	4.3	-5	-2	-0.3	-11	0	0.0	8	6	12
CCOc1ccc(CNC2CCCc3ccccc32)cc1 (stereo not given)	1.6	3.7	11	-4	-0.2	-3	-14	-2.1	nt	-9	-44
CCN1C(=O)[C@H]2[C@@H](c3ccc(-c4ccccc4)c(OC)c3)N[C@@](Cc3ccccc3)(C(=O)OC)[C@H]2C1=O	0.4	0.6	0	-2	-0.8	15	-1	3.0	-14	-2	-10
O=C(CSc1nc2ccccc2c(=O)n1CC1CCCO1)NCc1ccc2c(c1)OCO2 (stereo not given)	-2.5	4.7	-2	3	-1.8	0	-19	2.3	-8	13	4
O=C(NCCCn1ccnc1)/C(=C\c1cccs1)NC(=O)c1ccccc1	-2.3	-0.1	5	3	1.5	-5	-18	2.3	4	12	32
O=C(Cc1ccccc1)Nc1ccccc1CO	-0.7	0.0	-2	-2	-2.5	16	0	-1.0	113	4	-20
CCOc1cc(NS(C)(=O)=O)c(OCC)cc1NC(=O)c1cccs1	-3.1	1.9	-4	12	2.3	-13	-3	-0.8	-31	14	5
Cc1ccc[n+](CC(=O)c2cc3ccccc3oc2=O)c1	0.1	1.5	?	-4	-0.4	6	-4	1.9	1	-1	2

5 compounds from above, arranged by length of the SMILES, smallest number first:
SMILES	OPRM1-OPRD1 ag	phage Ecoli inh	Tat transport	PKA-R2B activ	Ecoli viability	PfHsp90 set2	PKA-R1A act	AddAB inh	SUMO Mot1 rescue	OPRM1-OPRD1 inv	HTR5A inv ag
O=C(Cc1ccccc1)Nc1ccccc1CO	-0.7	0.0	-2	-2	-2.5	16	0	-1.0	113	4	-20
CC(=O)c1ccc(N2CCCCC2)c(F)c1	-0.3	-1.1	-6	-1	-0.9	5	6	1.2	9	1	-5
CCN(CC)S(=O)(=O)c1ccc(Cl)c(NC(=O)c2cc(Cl)ccc2Cl)c1	-1.2	2.2	-4	-12	0.0	-18	6	-1.7	-13	7	31
COc1ccc(S(=O)(=O)CCC(=O)Nc2c(C)n(C)n(-c3ccccc3)c2=O)cc1	-0.4	-0.6	-4	9	-0.6	3	5	2.7	17	2	8
COc1cccc(-c2nn(-c3ccccc3)cc2/C=C(/NC(=O)c2ccccc2)C(=O)O)c1	-0.7	2.0	0	3	-0.7	-9	-2	1.8	915*	4	9

Later entries:
SMILES	OPRM1-OPRD1 ag	phage Ecoli inh	Tat transport	PKA-R2B activ	Ecoli viability	PfHsp90 set2	PKA-R1A act	AddAB inh	SUMO Mot1 rescue	OPRM1-OPRD1 inv	HTR5A inv ag
O=C(CNc1ccc(Br)cc1)Nc1ccc(S(=O)(=O)N2CCCC2)cc1	-1.4	3.0	7	-9	-0.7	5	-1	1.5	-1	6	-32
COc1cc(-c2nnc(-c3cccnc3)o2)cc(OC)c1OC	1.3	3.0	-4	4	-0.9	nt	-16	0.3	19	-8	-6
CCOC(=O)c1cn(Cc2ccc(Cl)cc2Cl)c2cc(C)nn2c1=O	-2.5	-1.0	9	-17	1.6	8	-11	-0.1	-11	13	-11
CCOC(=O)C1CCN(C(=O)Cc2ccc(-c3ccccc3)cc2)CC1	-1.8	0.4	2	-7	-1.0	-5	-10	3.0	-1	9	-8
COc1ccc(NC(=O)CCS(=O)(=O)c2ccccc2)c(OC)c1	-0.9	0.9	-1	4	0.2	nt	8	-0.3	-9	5	-25
COc1ccc(NC(=O)CSc2nccn2Cc2ccco2)cc1OC	-0.2	0.3	-6	11	1.6	-22	10	-1.4	-1	1	-5
